Screening results from PubChem BioAssay.
S3 lipid droplet: qHTS Assay for Lipid Storage Modulators in Drosophila S3 Cells; Drosophila S3 cells, BODIPY lipid droplet fluorescence, 18-24 h; cells fed with added oleic acid; lipid storage change, negative = inhibition, % at the top dose, mostly 46.1 µM; hits show Potency in µM; 0.64% of 320,000 active; active = well fitted inhibition curve with a large enough effect in the signal ratio, with a control signal flat, not every such curve was filed as active; inconclusive = small, poorly fitted or top-dose-only effect, or effect the other way, or a change in a side signal; the % refers to the signal ratio
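Laser-scanning cytometry quantifies lipid droplet accumulation (500–530 nm total intensity; droplet/cell object ratio) in oleic acid-fed (400 uM added) Drosophila S3 cells treated with a concentration series. 20 uM Triacsin C defined 100% inhibition.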
S3 lipid droplet cell count max: recorded beside S3 lipid droplet, whose call it bears; cell number change, %; measured here: cell count max response;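 cells counted by Cell Tracker Red CMTPX staining in the red channel; peak over a dose series mostly up to 46.1 µM; percent activity relative to internal control wells on each plate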
* = called active by the depositor; i = inactive; ? = inconclusive; nt = no result given; [ ] = another dose, or the depositor's remark. % is scaled to controls: 0 for no effect and ±100 for the full control effect; potency is read from the fitted curve at half-maximal effect.

The line under a structure holds: S3 lipid droplet	S3 lipid droplet cell count max
> CCCCc1nc2ccccc2c(=O)n1NC(=O)c1c(O)c2cccc3c2n(c1=O)CC3
→ ?	nt
> O=C(N/N=C/c1ccccc1)c1n[nH]c2c1CCCC2
→ ?	nt
> COc1ccc(CCNc2nc(C)nc3c2nnn3Cc2ccccc2)cc1
→ 12.7%	-11.9
> C[C@@H]1C(=O)O[C@@H]2[C@H](O)C34[C@H]5C[C@@H](C(C)(C)C)C36[C@H](OC(=O)[C@@H]6O)OC4(C(=O)O5)[C@@]12O (stereo not given in full)
→ -0.7%	18.0
> CC(C)Cc1nnc(NC(=O)C2=COCCO2)s1
→ 3.8%	-9.2
> CC(C)(C)OC(=O)N1CCC(c2c(C(=O)NCC3CCN(C4CCCC4)C3)cnn2-c2ccc(F)cc2)CC1 (stereo not given)
→ i	25.2
> Cc1cc(-n2c(C)cc(C(=O)CN3C(=O)NC4(CCCC4)C3=O)c2C)no1
→ i	nt
> O=C(Nc1ccccc1-c1nc2ccccc2s1)C1=COCCO1
→ ?	nt
> O=C(/C(=C(\[O-])c1ccccc1)[n+]1ccc2ccccc2c1)c1ccc(Cl)cc1
→ ?	nt
> CC(C)c1ccccc1NC(=O)COC(=O)c1c2c(nc3ccccc13)CCN(Cc1ccccc1)C2
→ ?	nt

Entries of single compounds, quoted from the list. Order of screens: S3 lipid droplet | S3 lipid droplet cell count max
CC(C)(C)OC(=O)N1CCC(c2c(C(=O)NCC3CCN(C4CCCC4)C3)cnn2-c2ccc(F)cc2)CC1 (stereo not given) is listed as i | 25.2
O=C(N/N=C/c1ccccc1)c1n[nH]c2c1CCCC2 is listed as ? | nt
Cc1cc(-n2c(C)cc(C(=O)CN3C(=O)NC4(CCCC4)C3=O)c2C)no1 is listed as i | nt
O=C(Nc1ccccc1-c1nc2ccccc2s1)C1=COCCO1 is listed as ? | nt
CC(C)c1ccccc1NC(=O)COC(=O)c1c2c(nc3ccccc13)CCN(Cc1ccccc1)C2 is listed as ? | nt

More entries:
The line under a structure holds: S3 lipid droplet	S3 lipid droplet cell count max
> CC(C)(C)c1ccc(/C=C/C(=O)NC2CCS(=O)(=O)C2)cc1 (stereo not given)
→ -1.7%	-21.6
> CC(C)N(C(=O)CSc1nnc(NC(=O)C2CCC2)s1)C(C)C
→ i	nt
> CCN(CC)CCCNc1nc2ccccc2c2nc(-c3ccncc3)nn12
→ -16.4%	-1.6
> CC1(C)C(=O)CC[C@]2(C)C3C(=O)C=C4[C@H]5C[C@@](C)(C(=O)O)CC[C@]5(C)CC[C@]4(C)[C@]3(C)CC[C@@H]12 (stereo not given in full)
→ ?	nt
> CCOc1ccc(N2CC(C(=O)Nc3ncccc3C)CC2=O)cc1 (stereo not given)
→ 20.4%	3.8
> O=S(=O)(c1cccc(-c2nc3ccccc3s2)c1)N1CCOCC1
→ i	nt
> COc1ccc([C@H]2CC(=O)C=C(c3ccc(Cl)c(Cl)c3)C2)cc1
→ ?	nt
> O=C(Nc1nnc(-c2ccc(F)cc2)s1)c1c(F)cccc1Cl
→ ?	nt
> COc1ccc(C2=NCCn3nc4cc(C(F)(F)F)ccc4c32)cc1
→ i	nt
> CCOC(=O)C1=C(C)NC(C)=C(C(=O)OCC)C1C(=O)OCC(=O)N1CCC(C)CC1
→ -4.7%	-11.0
> Nc1nc(SCC(=O)N2CCCc3ccccc32)n(-c2ccccc2)n1
→ ?	nt
> O=c1[nH]nc(-c2ccccc2)c2ccccc12
→ -3.7%	8.8
> O=C(Nc1ccc2c(c1)OCCO2)c1cc(-c2ccccc2)nc2ccccc12
→ ?	nt
> COc1cccc(-n2c(COc3ccc(C)cc3)nnc2SCC(=O)O)c1
→ ?	nt
> O=C(CNC(=O)[C@@H]1Cc2ccccc2CN1)NCc1ccco1
→ ?	nt
> COc1ccc(Cl)cc1/C=C(\C#N)C(N)=O
→ ?	nt
> O=C(CC(CC(=O)c1ccc(Br)cc1)c1cccnc1)c1ccc(Br)cc1
→ ?	nt
> COc1ccc(C)cc1S(=O)(=O)Nc1ccc(F)c(Cl)c1
→ ?	nt
> COc1ccccc1-c1cc(-c2ccc(O)cc2)nc(N)c1C#N
→ -12.1%	nt
> O=C(COc1ccc(Br)cc1)NCCCn1ccnc1
→ -17.2%	9.3
> Cc1cc(C)nc(NS(=O)(=O)c2ccc(N3C(=O)C4CCCCC4C3=O)cc2)n1 (stereo not given)
→ ?	nt
> CCOc1ccc(S(=O)(=O)NC(C)(C)C)cc1-c1nc2c(C(C)(C)C)nn(C)c2c(=O)[nH]1
→ ?	nt
> CSc1nc(O)c(C(c2cccc([N+](=O)[O-])c2)c2c(O)nc(SC)[nH]c2=O)c(=O)[nH]1
→ ?	nt
> COc1ccc(C(=O)CSc2[nH]c(=O)cc(C(F)(F)F)c2C#N)cc1
→ ?	nt
> COc1cc(NC(=O)c2sc3ncn(CC(=O)N4CCCC(C)C4)c(=O)c3c2C)cc(OC)c1OC (stereo not given)
→ ?	nt
> OC(COCc1ccc2c(c1)OCO2)CN1CCCCC1 (stereo not given)
→ ?	nt
> Cc1ccc2nc(-c3ccco3)c(Nc3ccccc3)n2c1
→ 2.8%	-1.0
> N#Cc1ccccc1CN1C(=O)NC2(CCCCCC2)C1=O
→ 7.6%	0.2
> CC(=O)Oc1ccc(/C(C)=N\N2CCN(Cc3ccc(Cl)cc3)CC2)cc1
→ i	10.1
> CCOC(=O)N1CCN(C(=O)CCl)CC1
→ 18.4%	-2.3
> Cc1ccc(NC(=O)CN(C)C(=O)c2n[nH]c(=O)c3ccccc23)cc1
→ ?	nt
> COC(=O)C1CCN(Cc2nnc(-c3ccccc3)o2)CC1
→ ?	nt
> O=C(NCc1cccs1)c1ccc(CS(=O)(=O)c2ccc(Cl)cc2)o1
→ ?	nt
> COc1ccc(S(=O)(=O)N2CCC(C(=O)NCc3ccncc3)CC2)cc1OC
→ ?	nt
> CC(C)CC(NC(N)=O)C(=O)NCCc1ccc(Cl)cc1 (stereo not given)
→ 1.7%	2.7
> COCc1cc(C)nc2sc(C(=O)Nc3ccccc3F)c(N)c12
→ ?	nt
> COc1cccc(CNc2ccc3c(c2)ncn3C)c1OC
→ 24.4%	10.5
> CCCCOc1ccc(C2/C(=C(/O)c3ccc4c(c3)CC(C)O4)C(=O)C(=O)N2CCCN2CCOCC2)cc1OC (stereo not given)
→ ?	nt
> O=C(COC(=O)c1cc2c(s1)CCCC2)Nc1ccc(Cl)cn1
→ 0.2%	-1.1
> COc1ccccc1/C=C1\Oc2cc(OC(=O)N3CCOCC3)ccc2C1=O
→ ?	nt
> CN(CC(=O)N1CCc2ccccc21)S(=O)(=O)c1ccc(Br)s1
→ ?	nt
> O=c1[nH]c2ccsc2c(=O)n1-c1ccc(F)c(Cl)c1
→ ?	nt
> C=CCn1c(SCc2csc(C)n2)nc2sc3c(c2c1=O)CCCC3
→ ?	nt
> CCOC(=O)N1CCN(C(=O)COc2ccccc2Cl)CC1
→ 13.3%	2.1
> CCCn1nnnc1SCC(=O)NCc1ccc(OC)cc1
→ ?	nt
> Cc1ccccc1CC1(CO)CCCN(C(=O)CCN2CCCO2)C1 (stereo not given)
→ -24.6%	nt
> CC(C)C(=O)Nc1cccc(-c2cnc3ccccc3n2)c1
→ ?	nt
> CCc1ccc(NC(=O)N(C2CCC(C)CC2)C2CCN(C(C)=O)CC2)cc1 (stereo not given)
→ ?	nt
> CCc1ncc(C(=O)c2ccc(OC)cc2)n1C
→ 7.6%	-24.8
> CC(=O)c1cccc(OCC(O)CN2CCN(S(=O)(=O)c3c(F)cccc3F)CC2)c1 (stereo not given)
→ 18.1%	20.6

The list continues:
The line under a structure holds: S3 lipid droplet	S3 lipid droplet cell count max
> O=C(Nc1ccccc1C(=O)N1CCCCC1)c1ccccc1C(F)(F)F
→ ?	nt
> CCN(C(=O)COc1ncnc2scc(-c3ccc(F)cc3)c12)C1CCS(=O)(=O)C1 (stereo not given)
→ i	-4.9
> Cc1cc(C)n(-c2ncccc2[N+](=O)[O-])n1
→ -1.6%	-4.5
> COc1ccc(NC(=S)Nc2ccccn2)cc1
→ 1.7%	2.7
> O=C(c1ccco1)N1CCN(c2ncnc3c2cnn3-c2ccccc2)CC1
→ i	15.0
> Cc1onc(-c2ccccc2Cl)c1C(=O)N1C=CC(C(F)(F)F)=NCC1
→ i	nt
> Cc1nc2ccc(S(=O)(=O)NCC(=O)NCc3ccc(Cl)cc3)cc2s1
→ ?	nt
> O=C(CNc1ccc2ccccc2c1)N/N=C/c1ccc(OC(=O)/C=C/c2ccco2)cc1
→ -9.3%	-8.7
> NC(=O)/C(=N\O)c1ccccc1
→ ?	nt
> CC(Sc1ncc(C(F)(F)F)cc1Cl)C(=O)NCC1CCCO1 (stereo not given)
→ ?	nt
> CC(NC(=O)CC1Sc2ccccc2NC1=O)c1ccccc1 (stereo not given)
→ ?	nt
> O=C(Nc1ccc2c(c1)CN(Cc1ccco1)CC2)C1CCCO1 (stereo not given)
→ -0.6%	10.6
> CN1C(=O)CSC1=Nc1cccc(Cl)c1
→ ?	nt
> COCCNCCOc1ccccc1-c1ccccc1
→ ?	nt
> COC(=O)c1nnn(-c2ccc(F)c(Cl)c2)c1C(=O)OC
→ -1.9%	6.1
> CC(C)OC(=O)c1nnc(Cc2ccc(F)cc2)o1
→ ?	nt
> c1ccc(-c2cn(-c3ccccc3)c3ncnc(NCCCN4CCOCC4)c23)cc1
→ 1.8%	0.8
> C/C(=N/NC(=O)c1nnn(-c2nonc2N)c1-c1ccccc1)c1ccc2c(c1)OCO2
→ i	-0.4
> Cc1ccc(C)c(OCCNc2ncccc2[N+](=O)[O-])c1
→ ?	nt
> O=C(CC12CC3CC(CC(C3)C1)C2)Nc1ccc(C(=O)O)cc1
→ ?	nt
> COc1ccc(CCN(C)C(=O)c2cc(-c3ccccc3)nc3ccccc23)cc1OC
→ i	-2.7
> COC(=O)CSc1nc(NC#N)nc(NC(C)C)n1
→ 20.1%	-4.6
> Cc1ccc(C(=O)N2CCC3(CC2)Oc2ccc(F)cc2C(=O)C32CC(c3ccc(Cl)cc3)=NO2)s1 (stereo not given)
→ ?	nt
> Cc1ccc(S(=O)(=O)NC2(C(F)(F)F)NC(=O)N(c3ccc(F)cc3)C2=O)cc1 (stereo not given)
→ i	nt
> N#Cc1c(N)nc(-c2ccccc2)nc1-c1ccccc1
→ ?	nt
> Cc1cc(C)cc(NC(=S)N2CCN(Cc3ccccc3)CC2)c1
→ -5.9%[9.22 µM]	-14.5
> CCN(CCO)Cc1csc2c(Br)cccc12
→ 0.3%	nt
> CSc1ccccc1C(=O)N1CCCC(CNC(=O)c2ccc(F)cc2)C1 (stereo not given)
→ ?	nt
> COc1ccc(OC)c(-c2cc(C(=O)N3CCN(c4ccccc4)CC3)no2)c1
→ 26.7%[9.22 µM]	nt
> O=C(Nc1ccccc1)c1ccc(CSc2ncccn2)cc1
→ 11.9%	-5.8
> CN(C)c1oc(-c2cccs2)nc1C#N
→ 9.1%	25.9
> COc1ccc(/C=N/NC(=O)c2ccc(COc3ccccc3Cl)o2)cc1
→ ?	nt
> Fc1cccc(F)c1CSc1nc2ccccc2[nH]1
→ ?	nt
> Cc1onc(-c2ccccc2)c1-c1nnc(CN2CCN(S(=O)(=O)c3ccccc3)CC2)o1
→ ?	nt
> COc1cc(OC)c(NS(=O)(=O)c2cccc(C(=O)OCC(=O)NCC3CCCO3)c2)cc1Cl (stereo not given)
→ ?	nt
> CCc1cccc(C)c1NC(=O)C1C2CCC(O2)C1C(=O)O (stereo not given)
→ ?	nt
> COc1cc(OC)cc(C(=O)Nc2ccc(C(=O)c3ccncc3)cc2)c1
→ -7.3%	2.6
> CCOC(=O)C1CCN(C(=O)C2CCN(c3nc4ccc(OC)cc4s3)CC2)CC1
→ -1.6%	8.7
> CCOC(=O)CNC(=O)C(=O)c1c(O)[nH]c2ccccc12
→ 9.5%	5.8
> Cc1ccc(S(=O)(=O)c2nc(-c3ccc(F)cc3)oc2SCC(N)=O)cc1
→ 0.6%	-14.8
> O=C1c2ccccc2C(=O)N1Cc1nc(-c2ccccc2)no1
→ ?	nt
> Nc1nc(NCCCN2CCOCC2)nc(Nc2ccccc2F)c1[N+](=O)[O-]
→ 13.2%	-2.9
> Cc1cc(C)n(-c2ccc(C(=O)O)cc2)n1
→ 10.1%	7.1
> Cc1cc(C)n(CC(O)COc2ccccc2C(=O)Nc2ccccc2)n1 (stereo not given)
→ ?	nt
> CC(C)CNC(=S)N1CCC(NC(=O)C23CC4CC(CC(C4)C2)C3)CC1
→ 1.8%	10.6
> O=C(N/N=C/c1coc2ccccc2c1=O)c1cc2ccccc2o1
→ ?	nt
> O=S(=O)(c1ccc2ccccc2c1)N1CCC(c2nc(-c3ccncc3)no2)CC1
→ ?	nt
> CC(C)(C)OC(=O)Nc1ncnc2c1ncn2C1OC(CO)C2OC(C)(C)OC21 (stereo not given)
→ -15.4%	-11.4
> CCc1nnc(NC(=O)C(NC(=O)c2ccccc2Cl)C(C)C)s1 (stereo not given)
→ 13.6%	nt
> Cc1c(C(=O)NN)sc(=S)n1C
→ ?	nt

Other records:
The line under a structure holds: S3 lipid droplet	S3 lipid droplet cell count max
> CC(=O)N1c2ccc(S(=O)(=O)N3c4ccccc4CC3C)cc2CC1C (stereo not given)
→ i	9.9
> N#CCCNc1c(Cl)cc(Cl)cc1C(=O)O
→ 0.0%	17.6
> CN1CCN(Cc2ccc(-c3ccc(Cl)cc3)o2)CC1
→ ?	nt
> CCC(C)NC(=O)COC(=O)c1oc2ccccc2c1CSc1ccc(Cl)cc1 (stereo not given)
→ ?	nt
> Cc1cccc(C(=O)OC(C)C(=O)NC(=O)NC2CCCCC2)c1O (stereo not given)
→ ?	nt

A portion of the library; count on the stated rates, not on these rows.
